# ALDH1A1 inh: qHTS Assay for Inhibitors of Aldehyde Dehydrogenase 1 (ALDH1A1); Purified ALDH1A1, NADH fluorescence, propionaldehyde substrate; Potency, µM (series often up to 75.3 µM), for inactives: at the highest dose activity, negative = inhibition, usual class: inhibitors; hit rate 7.3% among 220,000; AID 1030, 2008; active means well fitted inhibition curve with a large enough effect, not every such curve was filed as active; inconclusive means small, poorly fitted or top-dose-only effect, or another doubt; inactive means no such curve, though single readings can be large or run the other way;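 further: plate controls were no enzyme wells and a reference inhibitor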
# Target sequence (P00352 whole entry, looked up): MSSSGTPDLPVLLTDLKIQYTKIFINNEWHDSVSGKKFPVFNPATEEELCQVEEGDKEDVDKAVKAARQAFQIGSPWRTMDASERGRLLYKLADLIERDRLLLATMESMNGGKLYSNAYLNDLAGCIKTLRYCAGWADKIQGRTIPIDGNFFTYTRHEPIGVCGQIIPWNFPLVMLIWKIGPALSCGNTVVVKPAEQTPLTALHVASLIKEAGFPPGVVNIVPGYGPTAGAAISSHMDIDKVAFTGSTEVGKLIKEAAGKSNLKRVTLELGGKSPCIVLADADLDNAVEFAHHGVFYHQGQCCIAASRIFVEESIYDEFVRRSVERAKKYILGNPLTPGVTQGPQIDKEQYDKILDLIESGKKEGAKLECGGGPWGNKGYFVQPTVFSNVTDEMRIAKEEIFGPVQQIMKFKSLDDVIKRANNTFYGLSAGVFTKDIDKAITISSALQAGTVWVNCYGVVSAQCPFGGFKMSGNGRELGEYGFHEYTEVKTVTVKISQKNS
# Tau ThT inhib: qHTS for Inhibitors of Tau Fibril Formation, Thioflavin T Binding; Microtubule-associated protein tau (Homo sapiens), P10636; recombinant tau K18 P301L, heparin-induced fibrillization, ThT fluorescence; Potency, µM (titrated, usually from 57.4 µM), for the others: at the top dose activity, negative = inhibition, actives largely listed as inhibitors; hit rate 2.1% among 270,000; further: on the % scale 0 is the no-effect control and ±100 the full control effect; nearly all actives have a fitted effect of over 55% in size
# Target sequence (P10636 561-689 P618L limits assumed): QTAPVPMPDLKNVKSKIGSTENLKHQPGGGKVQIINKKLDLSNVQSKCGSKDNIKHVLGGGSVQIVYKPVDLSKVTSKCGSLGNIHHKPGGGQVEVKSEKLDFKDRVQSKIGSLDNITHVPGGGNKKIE
#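 Fibril formation assay: tau K18 P301L at 15 uM with trace Alexa 594 label, heparin inducer 20 uM, pH 7 sodium acetate buffer, 37 C for 6 hr; endpoint ThT signal.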
# LMNA splice mod: qHTS Assay for Modulators of Lamin A Splicing | Potency, µM (doses to about 46.1 µM), without a hit: at the highest dose ratio change, negative = inhibition, most hits filed as inhibitors | hit rate 0.01% among 200,000 | HeLa LMNA splicing GFP/RFP minigene ratio, 48 h; active means well fitted inhibition curve with a large enough effect in the signal ratio, with a control signal flat, not every such curve was filed as active; inconclusive means small, poorly fitted or top-dose-only effect, or effect the other way, or a change in a side signal; the % refers to the signal ratio; further: on the % scale 0 is the no-effect control and ±100 the full control effect
#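 S3 HeLa stable clones carrying a lamin A-EGFP splicing minigene plus DsRed2 were seeded at 600 cells/well in Opti-MEM with 2% FBS, pin-dosed and incubated 48 h at 37°C. Acumen cytometry (488 nm) gave the GFP/RFP total-intensity ratio.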
# L3MBTL1 block: qHTS Assay for the Inhibitors of L3MBTL1; Lethal(3)malignant brain tumor-like protein 1 (Homo sapiens), Q9Y468; hit rate 0.66% among 230,000; Potency, µM (doses to about 57.1 µM), for inactives: at the top dose activity, negative = inhibition, usual class: inhibitors; AlphaScreen L3MBTL1–H3K9me1 peptide binding; further: on the % scale 0 is the no-effect control and ±100 the full control effect; nearly all actives have a fitted effect of over 60% in size
#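 First, the protein-peptide complex forms for 30 min at room temperature (L3MBTL1 50 nM, biotinylated H3K9me1 peptide 75 nM). Next, compounds are pin-transferred and incubated 30 min. Finally, AlphaScreen beads are added and read after 30 min.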
# KinaseGlo FLuc: Counterscreen for Luciferase (Kinase-Glo TM) Inhibition | Luciferin 4-monooxygenase (Photuris pensylvanica), Q27757 | Kinase-Glo luciferase, ATP luminescence, 8 min | Potency, µM (titrated, usually from 38.3 µM), for inactives: at the highest dose activity change, negative = inhibition, actives largely listed as inhibitors | hit rate 0.28% among 200,000 | AID 1379, 2008; further: on the % scale 0 is the no-effect control and ±100 the full control effect; nearly all actives have a fitted effect of over 60% in size
#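 Inhibition of Kinase-Glo luciferase light generation was assessed at 10 uM ATP in pH 7.2 imidazole buffer, with luminescence measured after eight minutes at ambient temperature.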
# KDM4E inh: qHTS Assay for Inhibitors of Human Jumonji Domain Containing 2E (JMJD2E) | Lysine-specific demethylase 4E (Homo sapiens), B2RXH2 | JMJD2E catalytic domain, FDH-coupled NADH fluorescence (FDH is formaldehyde dehydrogenase) | Potency, µM (highest dose often 57.1 µM), inactives show top-dose activity change, negative = inhibition, most hits filed as inhibitors | hit rate 1.6% among 230,000; active means well fitted inhibition curve with a large enough effect, not every such curve was filed as active; inconclusive means small, poorly fitted or top-dose-only effect, or another doubt; inactive means no such curve, though single readings can be large or run the other way;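 further: 0% = wells with enzyme and -100% = buffer wells without enzyme; nearly all actives have a fitted effect of over 50% in size; many of its hits are not listed in these tables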
# Target sequence (B2RXH2 1-337 limits assumed): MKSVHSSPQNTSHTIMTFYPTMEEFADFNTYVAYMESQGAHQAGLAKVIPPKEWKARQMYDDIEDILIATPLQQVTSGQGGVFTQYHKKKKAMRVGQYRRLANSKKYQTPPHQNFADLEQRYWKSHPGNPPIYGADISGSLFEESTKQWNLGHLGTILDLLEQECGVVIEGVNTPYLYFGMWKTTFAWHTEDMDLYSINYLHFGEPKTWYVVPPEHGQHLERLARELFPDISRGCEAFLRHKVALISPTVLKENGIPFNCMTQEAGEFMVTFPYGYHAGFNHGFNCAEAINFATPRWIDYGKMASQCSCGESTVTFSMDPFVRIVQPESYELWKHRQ
# RECQ1 inh: qHTS Assay for Inhibitors of RecQ-Like Dna Helicase 1 (RECQ1); ATP-dependent DNA helicase Q1 (Homo sapiens), P46063; RECQ1 DNA unwinding, red fluorescence kinetic read; Potency, µM (highest dose often 57.3 µM), for inactives: at the top dose activity, negative = inhibition, most hits filed as inhibitors; hit rate 0.54% among 240,000; AID 2549, 2010;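 further: plate controls were vehicle for no effect and no enzyme for full effect; nearly all actives have a fitted effect of over 30% in size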
#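 RECQ1T1 50 nM; forked duplex (20 bp + 30-nt ss tails) 200 nM, ATP 2 mM final; pH 8.0, 2 mM MgCl2, 2.5 ug/ml poly(dI-dC); 15 min compound preincubation; discontinuous kinetic read over 2 h at RT.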
# SMN2 splice up: qHTS Assay for Enhancers of SMN2 Splice Variant Expression | HEK293 SMN2-luciferase splicing reporter, luminescence, 30-36 h | Potency, µM (titrated, usually from 46.1 µM), without a hit: at the highest dose activity change, positive = activation, most hits filed as activators | hit rate 2.8% among 210,000; further: % of control where 0% means no effect; nearly all actives have a fitted effect of over 55% in size
#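 HEK293 cells carry an SMN2 minigene-luciferase reporter in which exon 7 inclusion puts luciferase in frame. Cells were seeded at 2000 cells/well, attached for 10-12 hours, then exposed to compounds for 30-36 hours at 37C before ONE-Glo luminescence.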
# Active calls of the source: *; i = inactive; u = inconclusive; x = no result given; [ ] = dose if it differs, or a comment. Unless noted, the call rests on the fitted dose curve; in most records, active means well fitted curve in the direction sought with a large enough effect; inconclusive means small, poorly fitted or top-dose-only effect, or another doubt; inactive means no such curve, though single readings can be large; an effect the other way counts as inactive or inconclusive. Potency means the concentration at half of the fitted maximal effect. These rows are one share of the data (hit frequency here may not be typical).
SMILES,ALDH1A1 inh,Tau ThT inhib,LMNA splice mod,L3MBTL1 block,KinaseGlo FLuc,KDM4E inh,RECQ1 inh,SMN2 splice up
CC(C)(C)NC(=O)c1ccc(NC(=O)CSc2ccccc2)cc1,9%,2%,x,6%,2%,-1%,i,7%
COCCCNC(NC(=O)c1ccc(Br)cc1)C(Cl)(Cl)Cl (stereo not given),-2%,-5%,-18%,0%,x,-6%,0%,x
CN(C)CCCNC(=O)/C(=C\C=C\c1ccccc1)NC(=O)c1ccc([N+](=O)[O-])cc1,x,-17%,x,-8%,x,7%,-7%,x
COc1cc(CC(=O)OCC(=O)Nc2ccc(S(=O)(=O)N3CCCC3)cc2)cc(OC)c1OC,20µM*,-10%,-2%,6%,-1%,-8%,i,-8%
CCOC(=O)c1ccc(OC(=O)CCCCCN=C(N)N)cc1,-9%,-16%,u,x,1%,2%,-2%,4%[20.6 µM]
O=C(Nc1ccc(C(F)(F)F)cc1-c1ccccc1)c1ccccc1,6%,8%,-12%,4%,-1%,8%,13%,-29%
N#Cc1cccc(-n2c(-c3ccccc3)nnc2-c2ccccc2)c1C#N,1%,-7%,3%,16%,-1%,-27%,-11%,u
COc1ccc(C(=O)Cn2nnc(-c3ccccc3F)n2)cc1,-6%,-9%,0%,6%,x,-3%,-13%,x
Cc1cnc(NC(=O)CSc2nnc(CNc3ccc(F)cc3)n2CC2CCCO2)s1 (stereo not given),u,-1%,u,3%,0%,-2%,-17%,-8%
CCOc1cc(N2CCOCC2)c(OCC)cc1NC(=O)CN1C(=O)NC(CC(C)C)C1=O (stereo not given),3%,-1%,13%[46 µM],-4%,0%,-3%,-2%,-5%
c1ccc(Cn2c(NCc3ccco3)nc3ccccc32)cc1,-3%,-4%,-2%,-10%,2%,7%,-2%,-2%
Cc1csc(NC(=O)C2=NN(c3ccccc3)C(=O)CC2)n1,-2%,-6%,x,8%[11.4 µM],-1%,-5%,i,-5%
Cc1ccc(C)c(OCCCN2CCCC2)c1,u,7%,2%,u,2%,u,-6%,-11%
COc1cccc(Cn2c(=O)c(-c3ccc(F)c(F)c3)nc3cncnc32)c1,9%,x,x,x,0%,x,-10%,-37%[inhibitor]
COc1cccc2[nH]c3c(N4CCC5(CC4)OCCO5)ncnc3c12,x,u,x,-8%,x,u,0%,x
COc1ccc(NC(=O)C2CC(=O)N(C)C(=Nc3ccc4c(c3)OCO4)S2)cc1 (stereo not given),u,-6%,-5%,-11%,x,-2%,i,x
COc1ccccc1NC(=O)CSc1nc2sc(C)c(C)c2c(=O)n1Cc1ccco1,u,-9%,u,-8%,-1%,-6%,-4%,-1%
O=C(NC(=S)NCC1CCCO1)c1cccc([N+](=O)[O-])c1 (stereo not given),u,5%,u,5%,0%,7%,-3%,0%
Cc1ccc(N(C(=O)c2ccc(Br)o2)C2C=CS(=O)(=O)C2)cc1 (stereo not given),0%,-6%,-1%,x,-1%,7%,-9%,-53%[inhibitor]
C[N+](C)(CC#Cc1ccccc1)CC(=O)c1ccccc1,-5%,9%,-9%,4%,4%,11%,6%,-6%
COc1ccc2[nH]c(=O)c(CN(Cc3cccs3)C(=S)Nc3ccccc3)cc2c1,u,0%,-8%,1%,-4%,u,3%,-2%[1.84 µM]
CC1CCCN(c2nc3nonc3nc2Nc2ccccc2F)C1 (stereo not given),1%,2%,x,-5%,0%,3%,0%,x
CC1CCN(CCNC(=O)CN(C)S(=O)(=O)c2cccc3nsnc23)CC1,-4%,-4%,10%,12%,-4%,2%,i,1%
CCOC(=O)Oc1ccc2c(c1)C(C)=CC(C)(C)N2C(=O)OCC,10%,-15%,2%,41%[activator],-1%,2%,-17%,-15%
O=S(=O)(NC1c2cccc3cccc(c23)C1N1CCNCC1)c1ccccc1 (stereo not given),-9%,-17%,-23%,-1%,5%,0%,-5%,14%

# (further entries)
SMILES,ALDH1A1 inh,Tau ThT inhib,LMNA splice mod,L3MBTL1 block,KinaseGlo FLuc,KDM4E inh,RECQ1 inh,SMN2 splice up
COC(=O)c1cc(OC)nc2ccc(Br)cc12,0%,-1%,x,45%[activator],x,-6%,-11%,x
Cc1ccc(/C=N/NC(=O)CSc2nnc(-c3ccc(Cl)cc3)n2-c2ccccc2)o1,10µM*,-15%,18%,-1%,-5%,-8%,-11%,x
CCOc1ccc2[nH]c(=O)c(CN(CCc3ccccc3)C(=O)N3CCOCC3)cc2c1,u,1%,u,45%[activator],-2%,u,-2%,-10%
O=[N+]([O-])c1ccc(Sc2cccc3cccnc23)cc1,-4%,u,u,x,-3%,3%,0%,u
Cc1c(C(=O)NCCN2CCOCC2)oc2ccccc12,3%,-6%,9%,2%[11.4 µM],0%,-4%,-15%,11%
O=C(/C=C/c1ccccc1Cl)N(c1ccccn1)C1CCCCC1,-15%,-13%,u,5%,-1%,-7%,-5%,-16%
CCc1ccc(NC(=O)CCN2C(=O)c3cccnc3C2=O)cc1,-4%,-16%,6%,-7%,-3%,-1%,-3%,-15%
CCc1[nH]nc2c1C(c1cccc(OC(=O)N3CCOCC3)c1)C(C#N)=C(N)O2 (stereo not given),u,-8%,-7%,3%,-1%,4%,i,u
CCC(Sc1nc2cc3c(cc2c(=O)n1Cc1ccco1)OCO3)C(=O)NCCOC (stereo not given),2.2µM*,-10%,9%,2%,2%,-3%,-31%,-14%
CCOC(=O)c1oc2ccc(S(=O)(=O)n3nc(-c4ccc(Cl)cc4)cc3N)cc2c1C,-3%,-1%,0%,x,1%,2%,-15%,-28%
Cc1ccc(S(=O)(=O)/C=C2\NC(=O)CS2)cc1,u,1%,4%,x,6%,4%,i,x
O=C1CCCC/C1=C\Nc1ccc(Cl)cn1,u,-11%,10%,-13%,-8%,-10%,-3%,u
COCCNC(=O)/C(C#N)=C/c1cccc(/C=C(\C#N)C(=O)NCCOC)c1,u,0%,u,-1%,5%,-3%,-3%,u
Cc1ccc(NC(=O)N2CCSc3ccccc32)cc1,-7%,-8%,x,x,-2%,-4%,-2%,21%
COc1ccc(CNC(=O)CSCc2c(F)cccc2Cl)cc1,2.2µM*,-14%,x,7%,-5%,-26%,i,x
C=CCNC(=O)CN(c1cc(Cl)ccc1OC)S(=O)(=O)c1ccc(C)c([N+](=O)[O-])c1,2%,-6%,u,2%,-3%,u,-1%,x
Cc1cc(=O)[nH]c(-c2cccs2)n1,x,-7%,x,0%,x,2%,-6%,x
CC(=O)Nc1ccc(NC(=O)CSC2=NCCS2)cc1,u,u,5%,-3%,-1%,1%,-4%,-10%
Cc1cc2n(n1)SC(Nc1cccc3ccccc13)N2 (stereo not given),13µM*,-10%,-10%,-11%,0%,u,-2%,-22%
CCOC(=O)/C=c1\sc2n(c1=O)CCN=2,u,2%,-8%,-3%,0%,u,u,0%
COc1ccc(-c2nnc(NC(=O)C3CCCO3)s2)cc1 (stereo not given),u,-9%,-9%,-5%,-7%,u,-9%,24%
COc1cccc(C2C=C(c3ccc(OC)cc3OC)Nc3nnnn32)c1 (stereo not given),u,-16%,u,1%,-1%,u,-10%,-39%[inhibitor]
C=CCNC(=S)NNC(=O)COc1c(Cl)cc(Cl)cc1Cl,u,u,-6%,u,4%,-5%,-5%,-18%
CCOC(=O)N1CCN(C(=O)Nc2ccc3nccnc3c2)CC1,u,1%,0%,5%,-1%,u,-1%,-11%
Cc1ccc(C(NC(=O)NC(C)c2ccccc2)C(Cl)(Cl)Cl)cc1F (stereo not given),10%,-14%,u,14%,4%,-3%,-5%,-75%[inhibitor]

# (further entries)
SMILES,ALDH1A1 inh,Tau ThT inhib,LMNA splice mod,L3MBTL1 block,KinaseGlo FLuc,KDM4E inh,RECQ1 inh,SMN2 splice up
CC(=O)C1=C(C)NC2=C(C(=O)CC(C)(C)C2)C1C (stereo not given),8%,0%,8%[46 µM],8%,2%,-7%,-16%,-6%
CCOC(=O)c1cnc2c(OC)cccc2c1NCc1cccnc1,-3%,2%,-12%[46 µM],2%,5%,u,i,-42%[inhibitor]
CCCOC(=S)Nc1ccccc1,12%,-17%,-5%,x,3%,1%,0%,6%
Clc1ccc(N2CCN(c3cnc4ccccc4n3)CC2)cc1,-7%,u,-24%,x,-1%,u,i,-9%
Nc1c2c(nc3ccc(Br)cc13)N(C1CCCCC1)CC2,u,u,x,-14%,2%,u,0%,-10%
CC(C)Oc1ccc(C(=O)Nc2ccc(NC(=O)c3ccco3)c(Cl)c2)cc1,u,u,-7%,4%,-3%,x,-2%,-10%
CCOC(=O)C1CCN(c2nc(N)c3c(N)nc(SCC(=O)O)cc3c2C#N)CC1,u,u,x,25µM*,x,u,u,x
O=C(Cn1nnc2c(cnn2-c2ccc(F)cc2)c1=O)c1ccccc1F,-8%,-11%,-2%,0%,-1%,0%,-6%,4%
CCCn1c(SCC(=O)OCc2ccccc2)nc2c1c(=O)n(C)c(=O)n2C,22µM*,1%,17%,1%,-4%,2%,-7%,-10%
N#Cc1ccc[n+](CC(=O)c2ccc(NC(=O)c3ccccc3)cc2)c1,x,u,x,0%,x,1%,i,x
c1cncc(-c2nc(N3CCOCC3)c3c4c(sc3n2)CCC4)c1,u,-8%,-8%[46 µM],9%,-1%,u,i,4%
O=C(Cn1cnc2c(nnn2Cc2ccc(F)cc2)c1=O)NCc1ccc2c(c1)OCO2,13%,0%,2%,-15%,4%,-4%,-3%,-18%

# Screening results from PubChem BioAssay.
